Source: PubChem BioAssay (Broad Institute)
NSD2 inh: NSD2 histone methyltransferase inhibitors, primary screen, biochemical, AlphaScreen, single concentration, set 2; Histone-lysine N-methyltransferase NSD2 (Homo sapiens), O96028; NSD2 peptide methylation, 120 min; inhibition, % at 12.5 µM; 0.54% of 310,000 active; AID 743445, 2014; in the data active = inhibition above about 50%
Rtt109 HAT inh: inhibitors of C. albicans Rtt109/Vps75 HAT, primary screen, biochemical, ThioGlo CoA-SH fluorescence, plate reader; Histone acetyltransferase RTT109 (Candida albicans (strain SC5314 / ATCC MYA-2876)), …; purified Rtt109/Vps75, 4 h; inhibition, % at 34.9 µM; 0.16% of 330,000 active; AID 540336, 2011;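 active = inhibition of at least 50% in every replicate; inconclusive = best replicate reaches 50% inhibition but some replicates fall short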
Target sequence (Q5AAJ8 whole entry, looked up): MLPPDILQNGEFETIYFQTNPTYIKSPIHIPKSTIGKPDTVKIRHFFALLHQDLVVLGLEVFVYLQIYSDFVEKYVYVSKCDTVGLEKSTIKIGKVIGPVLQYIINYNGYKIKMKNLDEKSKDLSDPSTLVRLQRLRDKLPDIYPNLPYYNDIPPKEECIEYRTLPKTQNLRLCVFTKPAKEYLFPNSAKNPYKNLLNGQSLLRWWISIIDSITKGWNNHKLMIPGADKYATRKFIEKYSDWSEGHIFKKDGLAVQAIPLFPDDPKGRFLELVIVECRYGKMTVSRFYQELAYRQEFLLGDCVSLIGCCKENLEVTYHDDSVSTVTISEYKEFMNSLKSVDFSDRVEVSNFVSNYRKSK
CAL PDZ FP-1: CAL PDZ peptide-binding inhibitors, primary screen, biochemical, fluorescence polarization, Cer-tagged CAL PDZ, HTS | 0.02% of 330,000 active | inhibition, % at 20 µM | AID 504414, 2011 | purified CAL PDZ, TMR-peptide fluorescence polarization, 1 h | Golgi-associated PDZ and coiled-coil motif-containing protein (Homo sapiens), Q9HD26;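 active = highest replicate inhibition of at least 40%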;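 note: plate controls were DMSO neutral control wells for no effect and unlabeled competitor peptide control wells for full effect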
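Read-out basis: mP drop reported as inhibition | Assay system: Tagged CAL PDZ protein CerCALP, purified | Benchmarks: Unlabelled peptide for full inhibition, DMSO wells as neutral | Schedule: 1 h incubation at room temperature before polarization reading | Buffer or medium: Sodium phosphate/NaCl buffer pH 7.4 with TCEP, IgG, Thesit | Doses: Single point, 20 µM | Measured by: Fluorescence polarization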
PvdQ inh: P. aeruginosa PvdQ acylase inhibitors, primary screen, biochemical, fluorescence, plate reader and imaging, single point. 0.063% of 340,000 active. AID 488965, 2010. inhibition, % at 10 µM. purified PvdQ acylase; in the data active = inhibition above about 30%, passing the limit was not always enough; inconclusive = no clear call, values can overlap the other calls;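 note: 0% = vehicle neutral wells and 100% = reference inhibitor wells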
SR-BI DiI-HDL act: activators of SR-BI mediated DiI-HDL uptake, primary screen, ldlA[mSR-BI] CHO cells, DiI fluorescence; 0.096% of 320,000 active; 3 h; 100 = double the neutral-control signal; activation, % at 12.5 µM;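 active = mean replicate activation of at least 60% and every replicate at or above 60%; inconclusive = mean or all-replicate condition met, but not both; inactive = mean below 60% and not all replicates reaching 60%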;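 note: 0% = median plate neutral-control signal and 100% = twice that signal; values of inactives mirror those of a sister screen read the other way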
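Test system: SR-BI-overexpressing, LDLR-lacking CHO cells; Also added: labelled HDL, 10 µg/mL; Measured by: bottom-read cell fluorescence after medium removal, ex 550/em 595 nm; Timing: 3 h uptake period with compound, 37 °C; Buffer or medium: F12, 0.5% BSA, 25 mM HEPES; Doses: single compound concentration, delivered by pin transfer.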
MITF act: activators of MITF-driven TRPM1 promoter reporter, primary screen, cell-based, SK-MEL-5, luciferase, single point; SK-MEL-5 TRPM1-promoter luciferase, 24 h; % of positive control, neutral wells = 0; activation, % at 12.5 µM; 0.75% of 300,000 active;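 active = mean activation of at least 80% with every replicate also reaching 80%; inconclusive = mean reaches 80% but some replicate falls short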;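 note: 0% = neutral control wells and 100% = parthenolide positive control wells; values of inactives mirror those of a sister screen read the other way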
dFosB activator: activators of delta FosB homodimer, primary screen, biochemical, fluorescence polarization, TAMRA-CDK5 oligo, single point; 0.99% of 340,000 active; AID 493131, 2011; activation, % at 25 µM; purified delta FosB; percent of positive-control signal above neutral wells;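 active = mean activation above about 17%, with every replicate also reaching it, limit read from the data, passing the limit was not always enough; inconclusive = only one of the two conditions met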;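 note: fluorescence polarization rise as delta FosB binds a TAMRA Cdk5 AP-1 oligo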
Target sequence (P13346 whole entry, looked up): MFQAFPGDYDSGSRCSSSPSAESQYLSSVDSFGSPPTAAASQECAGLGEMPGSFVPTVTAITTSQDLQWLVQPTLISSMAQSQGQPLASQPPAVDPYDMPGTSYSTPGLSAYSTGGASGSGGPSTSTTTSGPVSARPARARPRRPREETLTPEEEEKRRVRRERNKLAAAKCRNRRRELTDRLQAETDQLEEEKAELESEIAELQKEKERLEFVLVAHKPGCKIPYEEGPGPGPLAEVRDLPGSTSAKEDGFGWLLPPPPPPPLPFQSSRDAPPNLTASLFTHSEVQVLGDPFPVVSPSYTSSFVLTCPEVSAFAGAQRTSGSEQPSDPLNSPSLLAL
PfHsp90 yeast 2: growth inhibition of PfHsp90-expressing yeast, primary screen, antimalarial PfHsp90 inhibitor project, S. cerevisiae, BacTiter-Glo luminescence, single point, set 2; BacTiter-Glo ATP, 48 h; yeast lacking PDR1 and PDR3 efflux regulators; inhibition, % at 9.4 µM; 0.32% of 310,000 active; AID 504621, 2011;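 active = every replicate shows inhibition above about 80%, whatever the replicate mean, limit read from the data; inconclusive = mean inhibition reaches the set limit but some replicate falls short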;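 note: 0% = DMSO neutral controls and 100% = 20 µM radicicol positive controls; yeast relying on Plasmodium falciparum Hsp90 in place of its own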
SR-BI DiI inh: inhibitors of SR-BI mediated HDL lipid uptake, primary screen, ldlA[mSR-BI] cells, fluorescence, single point; ldlA[mSR-BI] CHO cells, DiI-HDL uptake fluorescence, 3 h; inhibition, % at 12.5 µM; 0.96% of 320,000 active;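 active = mean replicate inhibition of at least 70% and a set share of replicates each scoring 70 or more; inconclusive = meets just one of the two criteria; inactive = fails both criteria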;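 note: 0% = median of neutral control wells and 100% = median of positive control wells; values of inactives mirror those of a sister screen read the other way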
CAL PDZ FP-2: untagged CAL PDZ binding inhibitors, primary screen, biochemical, fluorescence polarization, HTS. Golgi-associated PDZ and coiled-coil motif-containing protein (Homo sapiens), Q9HD26. purified CAL PDZ, TMR-peptide fluorescence polarization, 1 h. inhibition, % at 24.9 µM. 0.92% of 300,000 active. AID 602252, 2012;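 active = mean inhibition of at least 30% with at least half of replicates also reaching 30%; inconclusive = no clear call, values can overlap the other calls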;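 note: 0% = DMSO neutral control and 100% = excess unlabeled competitor peptide PRC23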
An asterisk follows results filed as active. An unsorted share of the library. Share with any hit: about 4.3%.

The first 2 entries (preview)
Screening Cc1cccc(NS(=O)(=O)c2cccc(C(=O)NCC(C)(C)N3CCOCC3)c2)c1 returned NSD2 inh -1, Rtt109 HAT inh 5, CAL PDZ FP-1 -3.1, PvdQ inh 7, SR-BI DiI-HDL act -3, MITF act -4, dFosB activator -1, PfHsp90 yeast 2 6, SR-BI DiI inh 3 and CAL PDZ FP-2 1.
`Cc1ccccc1NC(=O)c1cn2c(nc3ccccc32)c(C#N)c1C` gave NSD2 inh -1, Rtt109 HAT inh -5, CAL PDZ FP-1 -1.2, PvdQ inh -9, SR-BI DiI-HDL act -4, MITF act 10, dFosB activator 4, PfHsp90 yeast 2 24, SR-BI DiI inh 4 and CAL PDZ FP-2 -1.

Results, repeating the preview:
Screening Cc1cccc(NS(=O)(=O)c2cccc(C(=O)NCC(C)(C)N3CCOCC3)c2)c1 returned NSD2 inh -1, Rtt109 HAT inh 5, CAL PDZ FP-1 -3.1, PvdQ inh 7, SR-BI DiI-HDL act -3, MITF act -4, dFosB activator -1, PfHsp90 yeast 2 6, SR-BI DiI inh 3 and CAL PDZ FP-2 1.
`Cc1ccccc1NC(=O)c1cn2c(nc3ccccc32)c(C#N)c1C` gave NSD2 inh -1, Rtt109 HAT inh -5, CAL PDZ FP-1 -1.2, PvdQ inh -9, SR-BI DiI-HDL act -4, MITF act 10, dFosB activator 4, PfHsp90 yeast 2 24, SR-BI DiI inh 4 and CAL PDZ FP-2 -1.
`COC(=O)c1nc2nc(C)cc(C(F)(F)F)n2n1` gave NSD2 inh -3, Rtt109 HAT inh 0, CAL PDZ FP-1 -0.4, PvdQ inh -12, SR-BI DiI-HDL act 12, MITF act -3, dFosB activator 5, PfHsp90 yeast 2 4, SR-BI DiI inh -12 and CAL PDZ FP-2 -2.
Screening COc1ccc(C)cc1NS(=O)(=O)c1ccc(NC(=O)CN(c2cc([N+](=O)[O-])ccc2C)S(C)(=O)=O)cc1 returned NSD2 inh -1, Rtt109 HAT inh 46, CAL PDZ FP-1 -1.6, PvdQ inh -1, SR-BI DiI-HDL act -39, MITF act -10, dFosB activator -7, PfHsp90 yeast 2 -42, SR-BI DiI inh 39 and CAL PDZ FP-2 -1.
Screening CCCCOCCCNC(=O)c1c(-c2ccccc2)noc1C returned NSD2 inh 6, Rtt109 HAT inh 3, CAL PDZ FP-1 -1.7, PvdQ inh -12, SR-BI DiI-HDL act -6, MITF act 5, dFosB activator 4, PfHsp90 yeast 2 -15, SR-BI DiI inh 6 and CAL PDZ FP-2 1.
`O=C1OC2(O)C3C4C=CC(C4)C3C(=O)N2c2ccccc21` (configuration not stated) gave NSD2 inh -5, Rtt109 HAT inh 1, CAL PDZ FP-1 0.3, PvdQ inh 3, SR-BI DiI-HDL act 24, MITF act 0, dFosB activator 4, PfHsp90 yeast 2 -1, SR-BI DiI inh -24 and CAL PDZ FP-2 0.
Screening Cc1ccc(-c2csc(N(CCO)CCCn3c(C(F)(F)F)nc4ccccc43)n2)cc1 returned Rtt109 HAT inh 4, CAL PDZ FP-1 -1.0, PvdQ inh -11, SR-BI DiI-HDL act 11, MITF act -22, dFosB activator -1, PfHsp90 yeast 2 -25, SR-BI DiI inh -11 and CAL PDZ FP-2 -2.
For COc1ccc(CC(=O)NCC(=O)N/N=C/c2ccco2)cc1 the results were NSD2 inh 9, Rtt109 HAT inh -10, CAL PDZ FP-1 -0.3, PvdQ inh 6, SR-BI DiI-HDL act 14, MITF act -7, dFosB activator -5, PfHsp90 yeast 2 -4, SR-BI DiI inh -14 and CAL PDZ FP-2 -4.
Screening COc1ccc(-c2cc(C(=O)NCCCN3CCOCC3)c3cc(C(C)C)ccc3n2)cc1 returned NSD2 inh -6, Rtt109 HAT inh -5, CAL PDZ FP-1 -2.1, PvdQ inh -4, SR-BI DiI-HDL act -24, MITF act 21, dFosB activator -21, PfHsp90 yeast 2 11, SR-BI DiI inh 24 and CAL PDZ FP-2 -2.
Screening CCOC(=O)c1cccc(NC(=O)COc2nsnc2N2CCOCC2)c1 returned NSD2 inh 0, Rtt109 HAT inh 2, CAL PDZ FP-1 -3.1, PvdQ inh 2, SR-BI DiI-HDL act -15, MITF act 6, dFosB activator -6, PfHsp90 yeast 2 -32, SR-BI DiI inh 15 and CAL PDZ FP-2 -6.
`O=C(c1ccc2ccccc2c1)C1CCCN(C(=O)c2noc3c2CCCC3)C1` (configuration not stated) gave NSD2 inh -2, Rtt109 HAT inh -3, CAL PDZ FP-1 -0.5, PvdQ inh -8, SR-BI DiI-HDL act 27, MITF act -14, dFosB activator -20, PfHsp90 yeast 2 -5, SR-BI DiI inh -26 and CAL PDZ FP-2 -3.
C[C@H](O)Cc1cc2ccccc2c(=O)o1 was read as Rtt109 HAT inh 0, CAL PDZ FP-1 1.0, PvdQ inh -14, SR-BI DiI-HDL act 10, MITF act 9, dFosB activator 3, SR-BI DiI inh -10 and CAL PDZ FP-2 -2.
COc1ccc(C)cc1NC(=O)C(=O)c1cn(CC(=O)N2CCCC2)c2ccccc12 was read as NSD2 inh 0, Rtt109 HAT inh 1, CAL PDZ FP-1 -5.3, PvdQ inh -5, SR-BI DiI-HDL act -77, MITF act 12, dFosB activator -4, PfHsp90 yeast 2 6, SR-BI DiI inh inconclusive and CAL PDZ FP-2 -1.
Screening Cc1ccsc1/C=N/NC(=O)c1ccc2c(c1)OCCO2 returned NSD2 inh -1, Rtt109 HAT inh -9, CAL PDZ FP-1 -1.7, PvdQ inh -15, SR-BI DiI-HDL act -40, dFosB activator -2, PfHsp90 yeast 2 -17 and SR-BI DiI inh 40.
For Cc1cc(N2CCOCC2)nc2ccc(NC(=S)NCc3ccc4c(c3)OCO4)cc12 the results were NSD2 inh 3, Rtt109 HAT inh 8, CAL PDZ FP-1 -1.3, PvdQ inh -9, SR-BI DiI-HDL act 6, MITF act -16, dFosB activator 4, PfHsp90 yeast 2 -5, SR-BI DiI inh -6 and CAL PDZ FP-2 0.
`CCC(C)(C)C(=O)Nc1cc([N+](=O)[O-])ccc1F` gave NSD2 inh -3, Rtt109 HAT inh 7, CAL PDZ FP-1 -0.9, PvdQ inh 1, SR-BI DiI-HDL act 5, MITF act 15, dFosB activator 4, PfHsp90 yeast 2 -1, SR-BI DiI inh -5 and CAL PDZ FP-2 -4.
CCC(=O)N1CCc2cc(S(=O)(=O)CCC(=O)Nc3cccc(C)n3)ccc21 was read as NSD2 inh -1, Rtt109 HAT inh -7, CAL PDZ FP-1 -2.1, PvdQ inh -20, SR-BI DiI-HDL act 11, MITF act -2, dFosB activator 1, PfHsp90 yeast 2 9, SR-BI DiI inh -11 and CAL PDZ FP-2 -2.
Cc1c(-c2cccc(Cl)c2)nc2ccccc2c1C(=O)OCC(=O)Nc1ccc2c(c1)OCO2 was read as NSD2 inh -3, Rtt109 HAT inh 7, CAL PDZ FP-1 -1.0, PvdQ inh -2, SR-BI DiI-HDL act -37, MITF act -4, dFosB activator -6, PfHsp90 yeast 2 -13 and SR-BI DiI inh 37.
Screening Cc1cc(-c2nnc(SCC(=O)NC3CC3)n2C(C)C)cs1 returned NSD2 inh 0, Rtt109 HAT inh 8, CAL PDZ FP-1 0.2, PvdQ inh -13, SR-BI DiI-HDL act 0, MITF act -5, dFosB activator 0, PfHsp90 yeast 2 -18, SR-BI DiI inh 0 and CAL PDZ FP-2 -1.
For Cc1ccccc1NC(=S)N(CCCN1CCOCC1)Cc1cccnc1 the results were NSD2 inh -2, Rtt109 HAT inh 7, CAL PDZ FP-1 -2.3, PvdQ inh -3, SR-BI DiI-HDL act 16, MITF act -8, dFosB activator -5, PfHsp90 yeast 2 -20, SR-BI DiI inh -16 and CAL PDZ FP-2 -4.
For COc1cccc(N=Cc2ccc(O)cc2O)c1 the results were Rtt109 HAT inh 0, PvdQ inh -8, SR-BI DiI-HDL act 11, MITF act 6, dFosB activator -5, PfHsp90 yeast 2 -8, SR-BI DiI inh -11 and CAL PDZ FP-2 5.
Screening CCCc1sc(C(=O)Nc2nnc(C3CC3)s2)cc1CC returned NSD2 inh -1, Rtt109 HAT inh -2, CAL PDZ FP-1 0.4, PvdQ inh 1, SR-BI DiI-HDL act -55, MITF act 9, dFosB activator -2, SR-BI DiI inh 55 and CAL PDZ FP-2 -1.
Screening C/C(Cn1nnc([N+](=O)[O-])n1)=N\NC(=O)c1ccc(Cl)c(Cl)c1 returned CAL PDZ FP-1 -2.0, PvdQ inh -2, SR-BI DiI-HDL act -9, MITF act -39, dFosB activator -2, PfHsp90 yeast 2 -11, SR-BI DiI inh 9 and CAL PDZ FP-2 -3.
`Cc1ccc(C(C(=O)NC(C)(C)C)N(Cc2ccco2)C(=O)CCC(=O)Nc2ccccn2)cc1` (configuration not stated) gave NSD2 inh 6, Rtt109 HAT inh 12, CAL PDZ FP-1 -2.9, PvdQ inh 2, MITF act 6, dFosB activator -8, PfHsp90 yeast 2 -1 and CAL PDZ FP-2 3.
For COc1cccc(-c2nc(CS(=O)(=O)CC(=O)Nc3ccc(C(C)=O)cc3)c(C)o2)c1 the results were NSD2 inh -11, Rtt109 HAT inh 11, CAL PDZ FP-1 -2.9, PvdQ inh -4, SR-BI DiI-HDL act -51, MITF act -8, dFosB activator -13, PfHsp90 yeast 2 5, SR-BI DiI inh 51 and CAL PDZ FP-2 -3.
